ARNT-TACC3 inh: disruptors of ARNT/TACC3 protein interaction, primary screen, biochemical, AlphaScreen, single concentration; AID 623870, 2012; inhibition, % at 9.99 µM; 0.66% of 390,000 active; AlphaScreen His-ARNT PAS-B/GST-TACC3 binding, luminescence; TACC3 fragment carries E629A point mutation;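 active = mean inhibition of replicates at least 50% and at least half of replicates each reaching 50%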;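 note: 0% = complete ARNT plus TACC3 wells and 100% = ARNT alone without TACC3; many hits fall short of the cut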
RAD54 branch: inhibitors of human RAD54 branch migration, primary screen, biochemical, fluorescence, single point; inhibition, % at 10.4 µM; RAD54 Holliday junction branch migration, FAM/BHQ fluorescence; 0.14% of 360,000 active; AID 602329, 2012; DNA repair and recombination protein RAD54-like (Homo sapiens), Q92698;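 active = mean normalized replicate activity at least 40 and at least half of replicates scoring 40 or more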;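 note: 0% = median of neutral control wells and 100% = median of positive control wells; inhibitors cause a drop in the FAM fluorescence signal; in these data hits start at about 50%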
Target sequence (Q92698 whole entry, looked up): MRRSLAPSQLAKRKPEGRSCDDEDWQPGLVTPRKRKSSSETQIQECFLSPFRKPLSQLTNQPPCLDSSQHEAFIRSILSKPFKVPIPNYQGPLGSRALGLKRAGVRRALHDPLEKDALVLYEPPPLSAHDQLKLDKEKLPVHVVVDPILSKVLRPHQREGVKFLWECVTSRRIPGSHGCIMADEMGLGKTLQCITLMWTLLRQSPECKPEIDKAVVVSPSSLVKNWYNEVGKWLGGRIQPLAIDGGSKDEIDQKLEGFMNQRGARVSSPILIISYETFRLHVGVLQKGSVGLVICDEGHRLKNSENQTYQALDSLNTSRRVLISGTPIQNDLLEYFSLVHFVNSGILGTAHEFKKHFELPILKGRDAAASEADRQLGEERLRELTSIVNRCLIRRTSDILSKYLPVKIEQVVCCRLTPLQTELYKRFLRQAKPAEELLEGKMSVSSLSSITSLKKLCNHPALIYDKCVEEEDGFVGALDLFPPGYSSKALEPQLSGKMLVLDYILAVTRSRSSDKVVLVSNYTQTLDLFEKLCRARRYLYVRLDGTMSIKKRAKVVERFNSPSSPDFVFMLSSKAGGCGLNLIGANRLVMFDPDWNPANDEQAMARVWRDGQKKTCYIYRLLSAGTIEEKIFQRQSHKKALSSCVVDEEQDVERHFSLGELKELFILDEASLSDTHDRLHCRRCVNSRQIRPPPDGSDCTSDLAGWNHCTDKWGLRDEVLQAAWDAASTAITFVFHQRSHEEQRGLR
F508del corr: F508del CFTR correction, initial screen, CFBE line, single point. CFBE cells, YFP halide quenching; stimulated with forskolin plus potentiator P3; % fluorescence drop versus neutral controls. activity (quench increase), % at 7.58 µM. 0.36% of 350,000 active;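 active = mean added fluorescence quench of at least 8% versus neutral control, with both replicates also reaching 8%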;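 note: cells transiently co-express mutant CFTR-F508del with the halide-sensitive YFP; corrector assay measuring rescue of mutant channel to the surface after 24 h compound exposure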
ERAP1 HTS inh: human ERAP1 aminopeptidase inhibitors, primary screen, biochemical, single point, plate reader. recombinant ERAP1, Leu-AMC fluorescence, 60 min. inhibition, % at 10.7 µM. 0.15% of 340,000 active. AID 652197, 2013;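 active = mean replicate inhibition of at least 30%, or all replicates individually reaching that 30% level; inactive = mean below 30% and not every replicate reaching it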;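 note: 0% = neutral control wells and 100% = L-leucinethiol positive control wells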
GSIS activator: GLuc luminescence reporter in INS-1E cells, primary screen for activators of glucose-dependent secretion of insulin; INS-1E GLuc reporter insulin secretion, 2-3 h; activation, % at 16.6 µM; 0.61% of 370,000 active; AID 743287, 2014;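 active = lowest replicate activation of at least 40%, so every replicate reaches that level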;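 note: 0% = median of neutral control wells and 100% = median of IBMX positive control wells; some compounds called inactive have numbers as strong as hits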
XiGFP reactiv: activators of inactive X chromosome reactivation, primary screen, imaging, XiGFP fibroblasts, GFP high-content imaging, set 2. XiGFP mouse fibroblasts, % GFP-positive cells imaging, 3 d; cells co-treated with 5-aza-dC sensitizer; scaled so ellipticine positive control = 100%. activation, % at 7.58 µM. 0.055% of 360,000 active;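 active = mean normalized replicate activation at least 10% and every replicate at or above 10%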;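 note: 0% = median of on-plate neutral control wells and 100% = ellipticine 6 µM median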
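System: XiGFP fibroblasts, SV40-immortalized. Medium: DMEM plus 5-aza-dC sensitizer. Doses: single point. Timing: 3 d treatment, 15 min room-temperature fixation. Control set: ellipticine 6 µM.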
esBAF inh: Bmi1 luciferase reporter increase in mESCs, primary screen, esBAF inhibitor project, mouse ES cells, Bmi1 luciferase knock-in, single point. 24 h; 100% = twice the neutral-well signal. reporter increase, % at 12.5 µM. 2% of 350,000 active. AID 602393, 2012; in the data active = activation above about 40%;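 note: 0% = median of the plate's neutral control wells and 100% = double that signal; a rise in the Bmi1 reporter signal indicates esBAF inhibition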
RAD52 inh: RAD52 DNA annealing inhibitors, primary screen, biochemical, FRET, single point, set 2; recombinant RAD52 DNA annealing, FRET fluorescence; inhibition, % at 18.7 µM; 0.46% of 360,000 active; AID 651710, 2012;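 active = every replicate showing at least 50% inhibition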
* marks the source's active call; other numbers are inactive results.

O=C(CN1C(=O)NC2(CCCc3ccccc32)C1=O)Nc1cccc(S(=O)(=O)N2CCCCC2)c1 (stereo not given) was read as ARNT-TACC3 inh 4, F508del corr 4.6, ERAP1 HTS inh 0, XiGFP reactiv -0.1 and RAD52 inh -8.
`COc1cccc(CNC(=O)CCCN2C(=O)C(c3ccccc3)Oc3cccnc32)c1OC` (stereo not given) gave ARNT-TACC3 inh -4, RAD54 branch 7, F508del corr -2.0, ERAP1 HTS inh -3, GSIS activator 3, XiGFP reactiv 0.1, esBAF inh 4 and RAD52 inh -7.
For COc1cc(C(C)=O)ccc1OCC(O)Cn1nc(C)c(Br)c1C (stereo not given) the results were ARNT-TACC3 inh -29, RAD54 branch -13, F508del corr 1.5, ERAP1 HTS inh -2, GSIS activator 9, XiGFP reactiv 0.0, esBAF inh 4 and RAD52 inh -18.
`O=C(NCc1cc(Cl)cc(Cl)c1)c1ccc2sc([C@@H]3O[C@H](CO)[C@H](O)[C@H](O)[C@H]3O)nc2c1` gave RAD54 branch -19, F508del corr 0.4, ERAP1 HTS inh -3, XiGFP reactiv -0.1, esBAF inh -5 and RAD52 inh -2.
`C[C@@H]1CCCCO[C@H](CN(C)C(=O)Nc2ccc(F)cc2)[C@@H](C)CN([C@@H](C)CO)C(=O)c2cc(NC(=O)CCC(F)(F)F)ccc2O1` gave ARNT-TACC3 inh -2, RAD54 branch 7, F508del corr 2.5, ERAP1 HTS inh -1, GSIS activator -12, XiGFP reactiv 0.1, esBAF inh 5 and RAD52 inh -10.
`C[C@H](NS(=O)(=O)c1ccc2c(c1)OCCCO2)C(=O)N1CCN(Cc2ccc(C#N)cc2)CC1` gave ARNT-TACC3 inh 29, RAD54 branch 5, F508del corr -1.3, ERAP1 HTS inh 1, GSIS activator 19, XiGFP reactiv 0.0, esBAF inh -10 and RAD52 inh 8.
Screening C[C@H](NC(=O)C[C@@H]1CC[C@H]2[C@@H](COC[C@H](O)CN2C(=O)Nc2cccc(Cl)c2)O1)c1ccccc1 returned ARNT-TACC3 inh 1, RAD54 branch 13, F508del corr -0.3, GSIS activator -22, XiGFP reactiv 0.3 and esBAF inh 2.
Cc1cccc(NC(=O)c2cc(C)nc3ccccc23)c1 was read as ARNT-TACC3 inh -9, RAD54 branch -4, F508del corr 3.1, ERAP1 HTS inh -3, XiGFP reactiv 0.2, esBAF inh -5 and RAD52 inh -6.
For O=C1COCCOCCOCC(=O)NCCN1 the results were ARNT-TACC3 inh -4, F508del corr -0.9, ERAP1 HTS inh -2, GSIS activator -24, XiGFP reactiv 0.0, esBAF inh 9 and RAD52 inh -13.
Cc1cccc(OCC(=O)O/N=C(\N)c2ccncc2)c1 was read as ARNT-TACC3 inh 33, RAD54 branch 21, F508del corr -1.2, ERAP1 HTS inh -4, GSIS activator -8, XiGFP reactiv 0.4, esBAF inh 28 and RAD52 inh -7.
`S=C(NCCc1cnc[nH]1)NC1CCCC1` gave ARNT-TACC3 inh 1, F508del corr -1.8, ERAP1 HTS inh 6, GSIS activator 3, XiGFP reactiv 0.3 and RAD52 inh -12.
Screening COc1ccccc1N1CCN(S(=O)(=O)CCNC(=O)c2cc(=O)c3ccccc3o2)CC1 returned ARNT-TACC3 inh 0, RAD54 branch -4, F508del corr 0.0, ERAP1 HTS inh -1, GSIS activator 6, XiGFP reactiv 0.3, esBAF inh 4 and RAD52 inh -8.
Screening COc1ccc(-c2nn(-c3ccccc3F)cc2CNCCn2nc(C)cc2C)cc1 returned F508del corr 5.3, ERAP1 HTS inh -4, GSIS activator -26, XiGFP reactiv 0.1 and RAD52 inh -4.
Screening CCCC(C)(C)C(=O)N1CCC1(C)C(=O)NS(=O)(=O)c1ccc(Br)cc1 (stereo not given) returned RAD54 branch 1, F508del corr -2.1, ERAP1 HTS inh -7, XiGFP reactiv 0.2, esBAF inh -7 and RAD52 inh -3.
CN(C(=O)c1cccc(NC(=O)Cc2cccc(NC(=O)C3CCN(S(=O)(=O)c4cccc([N+](=O)[O-])c4)CC3)c2)c1)C1CC1 was read as ARNT-TACC3 inh -2, RAD54 branch 4, F508del corr 0.8, GSIS activator -4, XiGFP reactiv 0.0, esBAF inh -2 and RAD52 inh -18.

No new results follow: an excerpt of the list.
Screening CCCC(C)(C)C(=O)N1CCC1(C)C(=O)NS(=O)(=O)c1ccc(Br)cc1 (stereo not given) returned RAD54 branch 1, F508del corr -2.1, ERAP1 HTS inh -7, XiGFP reactiv 0.2, esBAF inh -7 and RAD52 inh -3.
CN(C(=O)c1cccc(NC(=O)Cc2cccc(NC(=O)C3CCN(S(=O)(=O)c4cccc([N+](=O)[O-])c4)CC3)c2)c1)C1CC1 was read as ARNT-TACC3 inh -2, RAD54 branch 4, F508del corr 0.8, GSIS activator -4, XiGFP reactiv 0.0, esBAF inh -2 and RAD52 inh -18.

Further results:
Screening COc1ccc(NC(=O)CN(C)CC(=O)NC(=O)NC2CCCCC2)cc1 returned ARNT-TACC3 inh -2, RAD54 branch -14, F508del corr -0.8, ERAP1 HTS inh 1, XiGFP reactiv 0.0, esBAF inh -4 and RAD52 inh 8.
O=C(NCc1ccccc1Cl)C1CCCN1C(=O)NCc1ccccc1 (stereo not given) was read as RAD54 branch 0, F508del corr 0.6, ERAP1 HTS inh 0, GSIS activator 12, XiGFP reactiv 0.3, esBAF inh 2 and RAD52 inh -6.
`C[C@H](CO)N1C[C@H](C)[C@H](CN(C)Cc2ccc(-c3ccccc3)cc2)Oc2ccc(NS(=O)(=O)c3ccc(F)cc3)cc2CC1=O` gave F508del corr 1.1, GSIS activator -7, XiGFP reactiv 0.1 and esBAF inh 5.
Screening COc1ccc(CN(C(C)=O)c2cc(C)c([N+](=O)[O-])cc2OC)cc1OC returned RAD54 branch -11, F508del corr 1.7, ERAP1 HTS inh 3, GSIS activator 36, XiGFP reactiv 0.0, esBAF inh -8 and RAD52 inh 0.
Screening CC(OC(=O)c1cccc(-n2cnnn2)c1)C(=O)Nc1ccc(F)cc1 (stereo not given) returned ARNT-TACC3 inh -6, RAD54 branch 8, F508del corr -1.0, ERAP1 HTS inh -2, GSIS activator -15, XiGFP reactiv 0.2, esBAF inh -16 and RAD52 inh -15.
CCNC(=O)[C@@H]1[C@@H](CO)[C@@H]2Cn3c(cccc3=O)[C@@H]2N1C(=O)CC1CC1 was read as ARNT-TACC3 inh 22, RAD54 branch 4, F508del corr -0.4, ERAP1 HTS inh 0, GSIS activator 0, XiGFP reactiv 0.0, esBAF inh -1 and RAD52 inh -3.
CC1CN(C(=O)Cn2cc(SCC(=O)N3CCOCC3)c3ccccc32)CC(C)O1 (stereo not given) was read as RAD54 branch 5, F508del corr -0.1, ERAP1 HTS inh 3, GSIS activator 8, XiGFP reactiv 0.4, esBAF inh 3 and RAD52 inh -17.
Cc1cc(C)cc(NC(=O)CN2C(=O)NC(Cc3c[nH]c4ccccc34)C2=O)c1 (stereo not given) was read as RAD54 branch -10, F508del corr 0.9, ERAP1 HTS inh -5, GSIS activator -44, XiGFP reactiv 0.2, esBAF inh -5 and RAD52 inh -4.
COc1cc(C2CC(=O)Oc3cc(C)c(Br)c(C)c32)cc(OC)c1OC (stereo not given) was read as ARNT-TACC3 inh -1, RAD54 branch 3, F508del corr 0.9, GSIS activator -4, XiGFP reactiv 0.4, esBAF inh -3 and RAD52 inh -22.
For Cc1cc(C)c(S(=O)(=O)NCC2CCC(C(=O)NCCCN3CCC(C)CC3)CC2)c(C)c1 (stereo not given) the results were ARNT-TACC3 inh -2, RAD54 branch 2, F508del corr 0.2, ERAP1 HTS inh -2, GSIS activator -1, XiGFP reactiv 0.0, esBAF inh -36 and RAD52 inh -8.
`C[C@@H]1CN([C@@H](C)CO)C(=O)c2cc(C#CC3(O)CCCC3)cnc2O[C@@H]1CN(C)S(=O)(=O)c1ccc(F)cc1` gave ARNT-TACC3 inh -8, RAD54 branch 1, F508del corr 4.2, ERAP1 HTS inh -4, GSIS activator 4, XiGFP reactiv 0.1, esBAF inh 0 and RAD52 inh 11.
`Cc1nc(C(N)=O)c(N)n1CCc1ccccc1` gave ARNT-TACC3 inh 3, RAD54 branch -4, F508del corr -2.0, ERAP1 HTS inh -3, GSIS activator -22, XiGFP reactiv 0.0, esBAF inh -7 and RAD52 inh -35.
Cn1c(=O)c2c(nc(NC3CCCCC3)n2Cc2ccccc2)n(C)c1=O was read as ARNT-TACC3 inh -3, RAD54 branch 16, F508del corr 7.7, ERAP1 HTS inh -3, XiGFP reactiv 0.0, esBAF inh -2 and RAD52 inh 3.
CC(/C=N/NC(=O)c1sc(N)nc1C)=C\c1ccccc1 was read as ARNT-TACC3 inh 0, ERAP1 HTS inh 3, GSIS activator 28, XiGFP reactiv 0.1 and RAD52 inh -7.
`CCOC(=O)COc1c(OC)cc(Cl)cc1C1NC(=O)NC(C)=C1C(C)=O` (stereo not given) gave ARNT-TACC3 inh 0, RAD54 branch -2, GSIS activator 8 and esBAF inh -4.

3 compounds out of the list, arranged by length of the SMILES, falling:
CC1CN(C(=O)Cn2cc(SCC(=O)N3CCOCC3)c3ccccc32)CC(C)O1 (stereo not given) was read as RAD54 branch 5, F508del corr -0.1, ERAP1 HTS inh 3, GSIS activator 8, XiGFP reactiv 0.4, esBAF inh 3 and RAD52 inh -17.
Cn1c(=O)c2c(nc(NC3CCCCC3)n2Cc2ccccc2)n(C)c1=O was read as ARNT-TACC3 inh -3, RAD54 branch 16, F508del corr 7.7, ERAP1 HTS inh -3, XiGFP reactiv 0.0, esBAF inh -2 and RAD52 inh 3.
O=C(NCc1ccccc1Cl)C1CCCN1C(=O)NCc1ccccc1 (stereo not given) was read as RAD54 branch 0, F508del corr 0.6, ERAP1 HTS inh 0, GSIS activator 12, XiGFP reactiv 0.3, esBAF inh 2 and RAD52 inh -6.

Two compounds picked at random from those above:
Cc1cc(C)cc(NC(=O)CN2C(=O)NC(Cc3c[nH]c4ccccc34)C2=O)c1 (stereo not given) was read as RAD54 branch -10, F508del corr 0.9, ERAP1 HTS inh -5, GSIS activator -44, XiGFP reactiv 0.2, esBAF inh -5 and RAD52 inh -4.
`C[C@@H]1CN([C@@H](C)CO)C(=O)c2cc(C#CC3(O)CCCC3)cnc2O[C@@H]1CN(C)S(=O)(=O)c1ccc(F)cc1` gave ARNT-TACC3 inh -8, RAD54 branch 1, F508del corr 4.2, ERAP1 HTS inh -4, GSIS activator 4, XiGFP reactiv 0.1, esBAF inh 0 and RAD52 inh 11.

Continued:
CCOC(=O)c1c(S(=O)(=O)NCCCc2ccco2)c(C)n(C)c1C was read as ARNT-TACC3 inh 6, RAD54 branch 2, F508del corr 0.4, ERAP1 HTS inh 4, GSIS activator 0, XiGFP reactiv 0.0, esBAF inh 0 and RAD52 inh -16.
Cc1ccc(S(=O)(=O)CCC(=O)Oc2ccc(-c3nnco3)cc2)cc1 was read as ARNT-TACC3 inh -1, F508del corr 3.0, ERAP1 HTS inh 0, GSIS activator 1, XiGFP reactiv 0.3 and RAD52 inh -5.
NC(=O)[C@H](Cc1cc2ccccc2s1)NC(=O)[C@@H]1CC2(CC(c3cccc(NC(=O)[C@@H]4CCC(=O)N4)c3)=NO2)CN1C(=O)c1ccccc1 (stereo not given in full) was read as ARNT-TACC3 inh 3, RAD54 branch 5, F508del corr 1.1, ERAP1 HTS inh -1, GSIS activator -11, XiGFP reactiv 0.1, esBAF inh -1 and RAD52 inh -18.
`COc1cccc(C(c2sc3nc(C)nn3c2O)N2CCN(C(=O)c3ccco3)CC2)c1` (stereo not given) gave ARNT-TACC3 inh -1, RAD54 branch 4, F508del corr -1.7, ERAP1 HTS inh 0, XiGFP reactiv 0.0, esBAF inh 14 and RAD52 inh 5.
